Bioassay records deposited in PubChem BioAssay by Broad Institute.
GSIS activator – GLuc luminescence reporter in INS-1E cells, primary screen for activators of glucose-dependent secretion of insulin. INS-1E GLuc reporter insulin secretion, 2-3 h. activation, % at 16.6 µM. hit rate 0.61% among 370,000;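 active means lowest replicate activation of at least 40%, so every replicate reaches that level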;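 further: 0% = median of neutral control wells and 100% = median of IBMX positive control wells; some compounds called inactive have numbers as strong as hits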
DENV2 CPE – DENV2-induced cell death inhibition; DENV2-infected cells, cytopathic effect rescue, plate reader; CPE inhibition, % at 9.99 µM; hit rate 1.7% among 350,000; in the data active means CPE inhibition above about 20%, passing the limit was not always enough; inconclusive means no clear call, values can overlap the other calls; tested in BHK-21 cells;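 further: 0% = median of neutral control wells and 100% = median of positive control wells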
PAX8 reporter – lowers PAX8-driven luciferase in RMG-I cells | RMG-I TPO-luciferase reporter, SteadyGlo, 24 h | inhibition, % at 12.6 µM | hit rate 1.2% among 360,000 | AID 652154;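 active means mean replicate inhibition at least 60% with every replicate also reaching 60%; inconclusive means only one of the two criteria is met; inactive means mean below 60% and not all replicates reaching 60%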;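 further: luciferase light reporting Pax8 driven TPO promoter activity; plate controls were median of neutral control wells for no effect and mitoxantrone controls for full effect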
CFTR F508del cor – correctors of CFTR F508del function in bronchial epithelial cells. hit rate 0.36% among 350,000. activity (quench increase), % at 7.58 µM. CFBE cells, YFP halide quenching; stimulated with forskolin plus potentiator P3; % fluorescence drop versus neutral controls;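 active means mean added fluorescence quench of at least 8% versus neutral control, with both replicates also reaching 8%; inconclusive means only one of the mean or replicate conditions met; inactive means mean below 8% and not both replicates reaching 8%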;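 further: cells transiently co-express mutant CFTR-F508del with the halide-sensitive YFP; corrector assay measuring rescue of mutant channel to the surface after 24 h compound exposure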
XiGFP reactiv – activators of X-chromosome reactivation in mouse fibroblasts | XiGFP mouse fibroblasts, % GFP-positive cells imaging, 3 d; cells co-treated with 5-aza-dC sensitizer; scaled so ellipticine positive control = 100% | activation, % at 7.58 µM | hit rate 0.055% among 360,000 | AID 743238;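 active means mean normalized replicate activation at least 10% and every replicate at or above 10%; inconclusive means only one of the two criteria met; inactive means mean below 10% and not all replicates reach 10%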;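 further: 0% = median of on-plate neutral control wells and 100% = ellipticine 6 µM median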
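System: 68-5-11 XiGFP fibroblast line | Buffer or medium: DMEM containing 5-aza-dC | Compound: Single point | Times: Compounds 3 days, fix/stain 15 min at room temperature | Benchmarks: Positive control ellipticine, 6 µM final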
ARNT TACC3 PPI – disruptors of human ARNT/TACC3 interaction; Q9Y6A5; AlphaScreen His-ARNT PAS-B/GST-TACC3 binding, luminescence; TACC3 fragment carries E629A point mutation; inhibition, % at 9.99 µM; hit rate 0.66% among 390,000;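 active means mean inhibition of replicates at least 50% and at least half of replicates each reaching 50%; inconclusive means half or more replicates reach 50% but mean below 50%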;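 further: 0% = complete ARNT plus TACC3 wells and 100% = ARNT alone without TACC3; many hits fall short of the cut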
EWS-Fli inh – inhibitors of EWS/Fli oncoprotein transcriptional activity. hit rate 0.67% among 350,000. A673 NR0B1-luciferase reporter, viability-normalised. inhibition, % at 12.6 µM;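 active means mean inhibition of at least 50% after viability correction, with every replicate also passing that limit; inconclusive means mean reaches 50% but only one of two replicates passes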;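 further: firefly luciferase signal divided by Alamar Blue viability fluorescence both relative to DMSO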
ERp5 inh – blocks human ERp5 reductase activity on insulin | AID 651711 | inhibition, % at 9.99 µM | ERp5 insulin aggregation, absorbance 650 nm, 90 min | Q15084 | hit rate 0.05% among 350,000;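 active means mean replicate inhibition above about 25%, with every replicate also reaching it, limit read from the data, passing the limit was not always enough; inconclusive means only one of those two criteria met; inactive means neither criterion met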
Target sequence (Q15084 whole entry, looked up): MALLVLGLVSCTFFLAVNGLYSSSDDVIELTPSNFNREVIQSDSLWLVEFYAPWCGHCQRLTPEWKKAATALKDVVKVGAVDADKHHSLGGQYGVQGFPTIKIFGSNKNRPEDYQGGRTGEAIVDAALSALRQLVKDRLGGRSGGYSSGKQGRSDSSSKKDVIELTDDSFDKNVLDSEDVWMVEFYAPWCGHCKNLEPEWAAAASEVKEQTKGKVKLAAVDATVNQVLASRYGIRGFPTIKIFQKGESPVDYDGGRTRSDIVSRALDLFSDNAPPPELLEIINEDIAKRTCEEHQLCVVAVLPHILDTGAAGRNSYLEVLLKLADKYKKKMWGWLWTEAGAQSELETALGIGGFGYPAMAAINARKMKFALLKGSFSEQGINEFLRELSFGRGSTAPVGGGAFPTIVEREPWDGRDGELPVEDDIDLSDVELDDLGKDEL
Starred values were filed as active, the others as inactive; u = inconclusive; x = no result given; & = joins results of further samples.

SMILES | GSIS activator | DENV2 CPE | PAX8 reporter | CFTR F508del cor | XiGFP reactiv | ARNT TACC3 PPI | EWS-Fli inh | ERp5 inh
Oc1cc(Cl)c(Cl)cc1Cl | 1 | 9 | -6 | -0.2 | 0.2 | x | 2 | -2
COc1ccc(-n2c(C)cc(C(=O)C[N+]34CCN(CC3)CC4)c2C)cc1 | 8 | 4 | 7 | 1.0 | 0.0 | 1 | 45 | 6
COc1cccc(NP2(=O)OCC(C)([N+](=O)[O-])CO2)c1 (centres undefined) | -7 | 12 | 4 | -0.8 | -0.1 | -1 | 4 | -1
Cc1nc2ccccc2c(=O)n1-c1ccc(-c2ccccc2)cc1 | 5 | 6 | 5 | 1.3 | 0.0 | -1 | -6 | 1
CCOC(=O)C1=C(N)Oc2cc(C)oc(=O)c2C12C(=O)N1c3c(cccc32)C(C)CC1(C)C (centres undefined) | x | -3 | x | -1.1 | x | -29 | 11 | -1
CCn1c(O)c(C=Nc2ccc(S(N)(=O)=O)cc2)c(=O)[nH]c1=S | 44 | x | 14 | x | -0.1 | -1 | x | x
CSc1nc(C)c(Br)c(N2CC2)n1 | x | u | 25 | 4.7 | 0.2 | -16 | 1 | 18
CCC(C)C1NC(=O)C2CCCN2C(=O)C(CC(C)C)OC(=O)CCNC(=O)C(C)N(C)C(=O)C(C(C)C)N(C)C1=O (centres undefined) | -22 | 7 | 72* | 3.8 | 0.2 | -2 | 20 | -6
O=C1CC(c2ccccc2)CN1 (centres undefined) | x | -4 | 16 | 0.5 | 0.0 | 4 | 7 | x
Cc1ccc(/C=C2\C(=O)NC(=S)N(c3ccccc3F)C2=O)s1 | 6 | x | 37 | x | 0.4 | 4 | x | x
CC1CC(C)(O)CC(C(O)CC2CC(=O)NC(=O)C2)C1=O (centres undefined) | -21 | u | 123* | -11 | 1.7 | -3 | 46 | -3
CC(NC(=O)Cc1cccc2ccccc12)C(=O)N1CCC(=O)CC1 (centres undefined) | -4 | 4 | 11 | -0.1 | 0.3 | 3 | -6 | 3
CC(C)(C)c1ccc(O)c(N=Cc2c(O)ccc3ccccc23)c1 | -5 | 2 | 7 | -2.5 | 0.0 | 4 | 14 | 3
N#Cc1ccc(C(=O)N2Cc3cnnn3-c3ccccc3C2C#N)cc1 (centres undefined) | -3 | -5 | -31 | -2.8 | 0.1 | -1 | -2 | 5
Fc1ccc(CNCCc2ccc3c(c2)OCO3)cc1 | 2 | 14 | -4 | -0.1 | 0.1 | 1 | 2 | 3
C/C=C1\NC(=O)[C@H](C)NC(=O)[C@@H](NC(=O)[C@H](Cc2ccc(O)cc2)NC(=O)[C@@H](NC(=O)/C(C)=C/C)C(C)C)[C@@H](C)OC(=O)[C@H](CCCc2ccc(O)cc2)NC(=O)[C@@H](CCC(=O)O)NC1=O | 1 | -4 | 2 | -1.0 | 0.1 | x | -8 | 3
Cc1ccsc1C(=O)C1CCCN(CCO)C1 (centres undefined) | 12 | -3 | -5 | -1.6 | 0.0 | -2 | 7 | -1
COc1ccccc1-n1c(CNCC2CCCO2)nc2ccccc2c1=O (centres undefined) | -1 | -3 | 49 | 2.2 | 0.3 | 31 | -17 | 0
CCOc1cc2c(cc1OCC)-n1cccc1C(c1ccc(C(C)C)cc1)NC2 (centres undefined) | -4 | 4 | 21 | 1.8 | 0.0 | 26 | 34 | 1
Cn1ccnc1P(=S)(c1nccn1C)c1nccn1C | 11 | -2 | x | -0.5 | x | x | -10 | 3
O=[N+]([O-])c1ccc(Nc2ccccc2)cc1 | -25 | -4 | 16 | 2.7 | 0.1 | 3 | -17 | 2
CCCOC(=O)C1C2c3ccccc3C(c3ccccc32)C1C(=O)O (centres undefined) | -12 | 7 | 7 | 0.5 | 0.1 | -13 | -1 | 2
Cc1ccccc1-c1nc2ccccc2c(=O)n1C | 4 | 7 | -25 | -5.2 | 0.0 | -20 | -3 | 21
COc1ccc(-n2c(O)c(/C(C)=N/Nc3ccccc3)c(=O)[nH]c2=O)cc1 | -5 | 9 | -7 | 0.6 | 0.1 | x | 15 | 4
C[C@@H]1CN([C@H](C)CO)C(=O)c2c(c3ccccc3n2C)-c2ccccc2CO[C@H]1CN(C)C(=O)Oc1ccccc1 | -15 | 1 | -7 | 0.9 | 0.3 | x | x | -10
SMILES | GSIS activator | DENV2 CPE | PAX8 reporter | CFTR F508del cor | XiGFP reactiv | ARNT TACC3 PPI | EWS-Fli inh | ERp5 inh
O=C(CN1CCN(C(=O)COc2cccc(F)c2)CC1)Nc1ccc(Cl)c(C(F)(F)F)c1 | -55 | 0 | -3 | 0.3 | 0.0 | 2 | 10 | 3
c1cc2c(cc1N1CCCCC1)C1CC2CCN1 (centres undefined) | x | -1 | -2 | 3.8 | 0.0 | 22 | -9 | 7
O=S(=O)(c1ccc(Cl)cc1Cl)N1CCCC1c1cccnc1 (centres undefined) | 4 | 3 | 9 | 2.6 | 0.0 | 1 | 8 | -3
Clc1ccc(C(c2ccc(Cl)cc2)n2cc[n+](CC(OCc3ccc(Cl)cc3Cl)c3ccc(Cl)cc3Cl)c2)cc1 (centres undefined) | x | 1 | 97* | 2.3 | 0.4 | 9 | 49 | -3
C#C[C@]1(O)CC[C@H]2[C@@H]3[C@H](O)C[C@H]4C[C@@H](O)CC[C@]4(C)[C@H]3CC[C@@]21C | x | 5 | -24 | 3.1 | 0.0 | x | -4 | 7
CC(C)COC(=O)N1Cc2ccccc2-n2nncc2C1 | 0 | u | -11 | -0.9 | x | x | 14 | 2
Cc1cc(C(=O)N2CCC3(CC2)OCCO3)no1 | -10 | -3 | 16 | -2.0 | 0.4 | 0 | 0 | 1
C=C(c1ccccc1)P(=O)(O)O | 20 | x | 4 | x | 0.1 | 0 | x | x
Cc1ccc(C(O)P(=O)(Oc2ccccc2)Oc2ccccc2)cc1 (centres undefined) | -31 | x | -8 | 1.5 | 0.1 | 0 | 1 | -4
COc1cccc(C(=O)C2CCCN(Cc3ccc(F)cc3)C2)c1 (centres undefined) | -9 | 0 | 26 | 3.7 | 0.2 | -1 | 3 | 1
Cc1cc(OCC(=O)NC(Cc2ccc(Cl)cc2)C(=O)O)c2c3c(c(=O)oc2c1)CCC3 (centres undefined) | -3 | -16 | x | 0.5 | x | -3 | -1 | 2
N=Cc1c(O)n(-c2ccccc2)c(=O)n(-c2ccccc2)c1=O | 17 | -1 | 16 | 0.3 | 0.0 | -3 | 2 | 0
CCOc1c(Cl)cc(CNC(C)C(O)c2ccccc2)cc1OC (centres undefined) | -24 | -3 | 9 | 4.1 | 0.3 | -7 | 2 | -1
COc1ccc(OC(=O)N(C)C[C@@H]2OCc3ccccc3-c3c(n(C)c4ccccc34)C(=O)N([C@@H](C)CO)C[C@@H]2C)cc1 | -25 | -4 | 17 | 1.8 | -0.1 | x | -1 | 4
CCC(=O)N1[C@@H]2c3ccc(-c4cccc(F)c4)c(=O)n3C[C@H]1[C@H](CO)[C@H]2C(=O)OC | 2 | 6 | -2 | -1.3 | 0.5 | 3 | 4 | 2
O=C(O)[C@H]1[C@H](CO)[C@H]2Cn3c(ccc(-c4ccccc4)c3=O)[C@@H]1N2C(=O)C1CCCCC1 | 1 | 12 | -2 | -1.5 | 0.2 | -11 | 0 | 9
C[C@@H]1CN([C@H](C)CO)C(=O)CCCn2nncc2CO[C@@H]1CN(C)C(=O)Oc1cccc2ccccc12 | 9&-4 | 6&5&-5 | -7&23 | -0.2&2.7&-0.7 | 0.0&-0.1 | -2&0 | 3&11&5 | 7&-1&-3
Cn1cc(C(=O)N2CCCCC2)c2ccccc21 | -7 | -1 | -11 | 0.1 | -0.2 | -3 | 6 | -5
CC1N=C(c2ccccc2)c2cc(Br)ccc2NC1=O (centres undefined) | 12 | 13 | -29 | -0.3 | 0.3 | -1 | 6 | 4
O=c1c2ccccc2nc(/C=C/c2ccc(O)cc2)n1-c1ccc(O)cc1 | -41 | 4 | 4 | 1.5 | 0.4 | -8 | 13 | 3
CCc1ccc(CN2CCN(Cc3cc(Br)ccc3O)CC2)cc1 | -8 | 1 | 17 | -0.9 | 0.0 | -6 | 15 | 3
O=C(CCC(=O)N1CCC2(CC1)OCCO2)Nc1nnc(C2CCCCC2)s1 | 1 | -2 | 4 | 3.0 | 0.2 | 26 | 0 | -1
CCN(CC)P(=O)(Oc1ccccc1)Oc1ccccc1 | -3 | 5 | -4 | 2.4 | 0.0 | 0 | 2 | 2
N#Cc1cccc(-c2ccc([C@@H]3[C@@H](CO)N4CCCCN(C(=O)Cc5ccccc5)C[C@H]34)cc2)c1 | -3 | 11 | 6 | -1.2 | 0.0 | 2 | -2 | 0
CN(C)C(CNC(=O)Cc1c(Cl)cccc1Cl)c1ccccc1 (centres undefined) | 0 | 1 | 0 | -1.5 | 0.0 | x | -6 | 1
SMILES | GSIS activator | DENV2 CPE | PAX8 reporter | CFTR F508del cor | XiGFP reactiv | ARNT TACC3 PPI | EWS-Fli inh | ERp5 inh
CCN1C(=O)/C(=C/c2ccc3c(c2)CCN3CCCCl)C(=O)NC1=S | -2 | -2 | 5 | x | 0.0 | x | x | 1
O=C(CN1CCCCC1)c1ccc2c(c1)OCO2 | 7 | 2 | -8 | 1.0 | 2.6 | -23 | -6 | 2
COC(=O)C1=C(c2ccc(Cl)c(C(F)(F)F)c2)C[C@@H]2CC[C@H]1N2C(=O)NC(C)C | -31 | 0 | -6 | -0.2 | 0.0 | 1 | 4 | 2
COC(=O)C1=C(c2cc3ccccc3o2)C[C@@H]2CC[C@H]1N2C(=O)NCCNC(C)=O | 16 | 0 | 2 | 0.6 | 0.1 | x | 3 | 3
CCOC(=O)C1(CCc2ccccc2)CCN(C(C)CSC)CC1 (centres undefined) | -21 | 3 | -6 | 1.5 | 0.0 | 2 | 2 | -2
CCOc1ccc(Cl)cc1CNCCc1ccc(F)cc1 | -5 | -6 | -1 | 2.9 | -0.2 | 0 | 9 | 11
Cn1c(O)c(C=Nc2ccccc2-c2ccccc2)c(=O)n(C)c1=O | 7 | 5 | -17 | 0.2 | 0.2 | 0 | 4 | 6
O=C(Cc1cccnc1)N1CCCCN2[C@@H](CO)[C@H](c3ccc(C#CC4(O)CCCC4)cc3)[C@@H]2C1 | 11 | -6 | -7 | -1.9 | 0.0 | -6 | -6 | -4
COC(=O)C1=C(c2cc3ccccc3s2)C[C@@H]2CC[C@H]1N2C(=O)N1CCC(C)CC1 | -1 | -3 | 6 | 2.2 | -0.1 | x | -3 | 1
NP(=O)(Oc1ccccc1)Oc1ccccc1 | -4 | -2 | -1 | -0.1 | 0.0 | -10 | 8 | -1
N/C(=N\[N+](=O)[O-])N/N=C/c1ccc(O)cc1 | 12 | 5 | x | 0.8 | x | 7 | 12 | 0
CCOc1ccc(NC2=NCCCS2)cc1 | 2 | 0 | -2 | 3.4 | 0.2 | 0 | -5 | -8
CC(C)(C)C(=O)N1Cc2cc(N3CCOCC3)ccc2-n2nncc2C1 | 15 | 16 | -27 | -0.7 | 0.0 | x | -7 | -8
CN1CCN(/N=C/c2c(O)n(Cc3ccc(F)cc3)c(=O)[nH]c2=O)CC1 | 3 | 6 | 9 | 1.6 | 0.2 | 2 | 5 | -1

Not all compounds are listed; the hit share may differ from the screen's.
